Screening data from PubChem.
MrgX1 PAM: human MrgX1 positive allosteric modulation, primary screen | Q96LB2 | MrgX1-HEK293, Fluo-4 calcium flux, FDSS; active compounds read high | B-score at 10 µM | actives 0.63% (n = 310,000);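 active = plate-corrected calcium response at least 3 library SD above typical, normal starting fluorescence, not activating the receptor alone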;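 note: compound read alongside a low EC10 to EC30 dose of BAM8-22 agonist; peak minus trough fluorescence over baseline measured at the second addition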
MrgX1 antagonist: antagonists of human MrgX1 receptor; MRGX1-HEK293 calcium flux, Fluo-4, BAM8-22 antagonism; active compounds read low; B-score at 10 µM; actives 1.3% (n = 310,000);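 active = calcium-response B-score plate-corrected more than 3 library SD below zero, starting fluorescence within 5 deviations, no agonist response on first addition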;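 note: peak minus trough fluorescence over baseline after final BAM8-22 challenge near maximal dose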
SKKanGAS inh: inhibitors of SKKanGAS S. pyogenes growth in kanamycin (SK-promoter or general growth effect); BacTiter-Glo, 6 h; inhibition, % at 7.5 µM; actives 1.3% (n = 300,000); AID 1662;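 active = mean replicate score, as percent of positive control median, at least 50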;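 note: strain carries kanamycin resistance gene driven by streptokinase promoter and grows in 40 µg/ml kanamycin; loss of luminescence reflects streptokinase promoter inhibition or plain growth inhibition; 0% = median of DMSO wells and 100% = positive control at its reference dose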
HDAC3 inhib: inhibitors of human histone deacetylase 3 | recombinant HDAC3, fluorogenic peptide/trypsin coupled, fluorescence | inhibition, % at 8.3 µM | AID 2718 | actives 0.15% (n = 320,000) | O15379; in the data active = inhibition above about 26%, passing the limit was not always enough
MrgX1 ag: human MrgX1 receptor agonism, primary screen; MrgX1-HEK293 cells, Fluo-4 calcium fluorescence, agonist mode; active compounds read high; B-score at 10 µM; actives 0.44% (n = 310,000);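 active = calcium response B-score plate-corrected fluorescence ratio at least 3 library SD, with starting fluorescence B-score inside 5 SD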
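times = overnight plating, then 30 min 37 °C plus 30 min room-temperature dye loading | assay system = stable human MrgX1 HEK293 cell line | input = fifteen thousand cells per well | signal = kinetic calcium dye fluorescence, Fluo-4 NW | dosing = compound delivered in addition one of three | read-out = B-scored fluorescence response ratio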
TRPC6 inhibitor: blocks the mouse TRPC6 cation channel | Q61143 | HEK293-TRPC6, membrane potential dye, ACh-evoked depolarization; active compounds read low | B-score at 10 µM | actives 1.1% (n = 310,000);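 active = B-score under library mean minus 3 SD, initial fluorescence not abnormally high, positive integrated signal ratio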;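 note: B-score derived from integrated fluorescence ratio over the kinetic read; more negative B-score means stronger inhibition of depolarization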
Target sequence (Q61143 whole entry, looked up): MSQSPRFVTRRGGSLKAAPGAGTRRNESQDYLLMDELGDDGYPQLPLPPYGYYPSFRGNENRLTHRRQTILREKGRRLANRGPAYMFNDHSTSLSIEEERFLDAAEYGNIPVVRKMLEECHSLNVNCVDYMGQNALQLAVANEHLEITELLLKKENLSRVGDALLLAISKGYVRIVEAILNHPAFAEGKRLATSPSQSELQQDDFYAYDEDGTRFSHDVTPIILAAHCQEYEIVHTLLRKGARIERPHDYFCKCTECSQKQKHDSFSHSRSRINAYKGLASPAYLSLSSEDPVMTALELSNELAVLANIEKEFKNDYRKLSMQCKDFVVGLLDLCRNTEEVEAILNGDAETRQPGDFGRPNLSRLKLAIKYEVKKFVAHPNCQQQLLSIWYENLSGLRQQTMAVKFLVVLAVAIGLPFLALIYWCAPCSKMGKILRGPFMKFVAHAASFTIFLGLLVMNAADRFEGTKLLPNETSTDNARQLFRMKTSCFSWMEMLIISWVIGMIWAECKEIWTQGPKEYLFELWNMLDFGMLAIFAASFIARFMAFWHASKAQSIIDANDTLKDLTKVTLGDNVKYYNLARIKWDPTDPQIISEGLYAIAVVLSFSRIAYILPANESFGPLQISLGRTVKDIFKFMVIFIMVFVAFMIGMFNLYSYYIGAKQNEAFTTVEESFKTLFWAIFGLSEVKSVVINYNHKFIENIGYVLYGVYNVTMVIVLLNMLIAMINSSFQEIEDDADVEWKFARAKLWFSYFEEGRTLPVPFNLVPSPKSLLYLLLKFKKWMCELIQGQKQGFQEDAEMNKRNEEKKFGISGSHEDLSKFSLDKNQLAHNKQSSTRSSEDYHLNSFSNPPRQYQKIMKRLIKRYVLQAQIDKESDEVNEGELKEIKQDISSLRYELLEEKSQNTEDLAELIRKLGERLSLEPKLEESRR
ANO1 block: mouse TMEM16A channel inhibition, primary screen; HEK293 TMEM16A/YFP iodide influx fluorescence, ionomycin; normalized B-score (activity score, 25-100; higher = stronger inhibition) at 10 µM; actives 1.2% (n = 310,000); AID 588511;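 active = ratio plate-corrected score three or more library SD toward inhibition, starting fluorescence score within five deviations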;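 note: score derived from kinetic fluorescence span divided by baseline fluorescence per well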
TMEM16A act: activators or potentiators of mouse TMEM16A chloride channel; HEK293 TMEM16A/YFP-H148Q/I152L, iodide quench fluorescence; active compounds read low; B-score at 10 µM; actives 0.3% (n = 340,000);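 active = fluorescence-ratio B-score plate-corrected deviation score at least 3 library SD below zero, with starting fluorescence score within 5 deviations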;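 note: channel opened by trigger with iodide after compound preincubation; score built on the fluorescence ratio of max minus min over baseline; more negative score means more quench and so TMEM16A activation or potentiation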
RGS4 inh: human RGS4 inhibition; P49798; HEK293 M3R/RGS4 inducible, Fluo-4 calcium flux; active compounds read high; triggered by carbachol at its EC20; B-score at 10 µM; actives 0.45% (n = 310,000); AID 463165;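 active = B-score, a plate-corrected calcium signal, over three deviations above library mean, with baseline fluorescence within five deviations of library mean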;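 note: RGS4 expression induced by doxycycline in cells with stable M3 receptor; B-score is computed from the integrated fluorescence ratio over baseline after carbachol; higher B-score means a larger calcium signal and so more RGS4 inhibition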
RGS4 pot: potentiators or activators of RGS4 | HEK293 M3R/inducible RGS4, carbachol calcium flux Fluo4; active compounds read low | B-score at 10 µM | AID 463111 | actives 0.92% (n = 310,000);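 active = B-score of the integrated calcium signal more than 4 SD below the library mean, with starting fluorescence not abnormally high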;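 note: negative B-score means reduced calcium response which marks RGS4 activation or potentiation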
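Detection: kinetic calcium fluorescence imaging with Fluo4-AM dye, 2 µM / Material: HEK293 cells with stable M3R and inducible RGS4 / Schedule: recording 10 s baseline at 1 Hz, 100 s post-agonist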
TRPC6 act: activators of mouse TRPC6 channel. Q61143. HEK293-TRPC6 membrane potential dye fluorescence; active compounds read high. B-score at 10 µM. actives 0.13% (n = 310,000);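 active = B-score of the integrated fluorescence ratio above library mean plus 3 SD, and starting fluorescence ratio within library mean plus 5 SD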;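 note: higher score means more depolarization so channel activation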
Active calls of the source: *; i = inactive; · = no result given.

SMILES	MrgX1 PAM	MrgX1 antagonist	SKKanGAS inh	HDAC3 inhib	MrgX1 ag	TRPC6 inhibitor	ANO1 block	TMEM16A act	RGS4 inh	RGS4 pot	TRPC6 act
CC(=O)c1cccc(N(CC(=O)Nc2cc(C)cc(C)c2)S(C)(=O)=O)c1	i	i	3	1	i	i	i	i	i	i	i
Cc1ccn2cc(CNS(=O)(=O)c3cccs3)nc2c1	i	i	-2	·	i	i	i	i	i	i	i
CC(=O)Nc1ccc(-c2cc(NC(C)=O)n(-c3ccccc3)n2)cc1	i	i	0	-2	i	i	i	i	i	i	i
CC(C)CC(=O)NC(=S)NNC(=O)c1ccc([N+](=O)[O-])cc1	i	i	20	1	81*	i	i	i	i	i	i
Fc1ccc(CSc2nc3ncc(Br)cc3[nH]2)cc1	i	i	-7	0	i	i	i	i	i	i	i
O=C(Nc1ccc(N2CCOCC2)cc1)c1cc2c(s1)CCCC2	i	i	-6	1	i	i	i	i	i	i	i
COc1ccc(C(=O)NCc2n[nH]c(=S)n2-c2ccccc2)cc1OC	i	i	4	10	i	i	i	i	i	i	i
O=C(CCS(=O)(=O)c1ccccc1)Nc1nnc(-c2ccco2)o1	i	i	15	3	i	i	i	i	i	i	i
O=C(O)c1[nH]c2ccccc2c1NS(=O)(=O)Cc1ccccc1	i	i	-1	-58	i	i	i	i	i	i	i
COc1ccc(CCNC(=O)CCc2ccc(S(=O)(=O)NCC(C)C)cc2)cc1OC	i	i	-24	6	i	i	i	i	i	i	i
CCOC(=O)N1CCC(NC(=O)c2ccc3c(c2)N(C)C(=O)/C(=C/c2cccc(OC)c2)S3)CC1	i	i	32	4	i	i	i	i	i	i	i
CN(C)S(=O)(=O)c1ccc(C(=O)NCC[N+]2(C)CCCCCC2)o1	i	i	-2	3	i	i	i	i	i	i	i
Cc1nn(-c2ccccn2)c(C)c1Oc1ccccc1O	i	i	-1	-1	i	i	i	i	i	i	i
COc1cccc(-c2ccc(NC(=O)C3CCCN(Cc4cnn(C)c4)C3)cc2)c1 (stereo not drawn)	i	i	-5	-1	i	i	i	i	i	i	i
Cc1cc([N+](=O)[O-])nn1Cn1nc([N+](=O)[O-])cc1C	i	i	6	-1	i	i	i	i	i	i	i
O=c1c(-n2cncn2)c[nH]n1-c1cccc(Cl)n1	i	i	6	2	i	i	i	i	i	i	i
COc1ccc(CCN(C)C2CCCN(S(C)(=O)=O)C2)cc1OC (stereo not drawn)	i	i	0	5	i	i	i	i	i	i	i
CC(C)c1ccccc1OCC(=O)Nc1ccccc1C(=O)N1CCOCC1	i	i	8	15	i	i	i	i	i	i	i
CCn1c(SCc2cc(=O)[nH]c3ccccc23)nc2c1c(=O)n(C)c(=O)n2C	i	i	·	-10	i	·	i	i	·	·	·
Cc1[nH]nc2c1C(c1cccc(O)c1)C1=C(CC(C)(C)CC1=O)N2 (stereo not drawn)	i	i	1	-22	i	i	i	i	i	i	i

Quoted at random: 2 compounds from above, in no set order.
SMILES	MrgX1 PAM	MrgX1 antagonist	SKKanGAS inh	HDAC3 inhib	MrgX1 ag	TRPC6 inhibitor	ANO1 block	TMEM16A act	RGS4 inh	RGS4 pot	TRPC6 act
CCn1c(SCc2cc(=O)[nH]c3ccccc23)nc2c1c(=O)n(C)c(=O)n2C	i	i	·	-10	i	·	i	i	·	·	·
Fc1ccc(CSc2nc3ncc(Br)cc3[nH]2)cc1	i	i	-7	0	i	i	i	i	i	i	i

(cont.)
SMILES	MrgX1 PAM	MrgX1 antagonist	SKKanGAS inh	HDAC3 inhib	MrgX1 ag	TRPC6 inhibitor	ANO1 block	TMEM16A act	RGS4 inh	RGS4 pot	TRPC6 act
O=C(Nc1ccc(S(=O)(=O)N2CCCCC2)cc1)C1CCCN(C(=O)c2ccc(Cl)cc2)C1 (stereo not drawn)	i	i	9	8	i	i	i	i	i	i	i
COc1ccc(CC(=O)N/N=C(\C)CC(=O)Nc2ccc(N(C)C)cc2)cc1OC	i	i	-1	1	i	i	i	i	i	i	i
Cn1nc(C(=O)NCCCN2CCCCC2)c2c1-c1ccccc1SC2	i	i	3	2	i	i	i	i	i	i	i
CCCCN(CC)CCNC(=O)c1nn(-c2ccc(OC)cc2)c(=O)c2c1c1ccccc1n2C	i	i	8	-4	i	i	i	i	i	i	i
O=C1C(Cl)=C(N2CCOCC2)C(=O)N1c1ccccc1F	i	i	-4	-2	i	i	i	i	i	i	i
COc1ccc(-c2[nH]c(-c3ccccc3)nc2SCC(=O)Nc2nccs2)cc1	i	i	·	·	i	·	i	i	·	·	·
COc1ccc2c(C)cc(SCC(=O)Nc3cc(C(N)=O)cc(C(N)=O)c3)nc2c1	i	i	12	2	i	i	i	i	i	i	i
Cc1nn(CC(=O)Nc2ccc(Cl)c(S(=O)(=O)N(C)C)c2)c(C)c1[N+](=O)[O-]	i	i	-6	-2	i	i	i	i	i	i	i
Nc1ncnc2c1cnn2-c1ccccc1	i	i	11	-10	i	i	i	i	i	i	i
COc1ccc(-c2nc(CS(=O)CC(=O)NCc3ccc4c(c3)OCO4)c(C)o2)cc1OC (stereo not drawn)	i	i	4	0	i	i	i	i	i	i	i
COc1ccc2oc(C(=O)OCC(=O)N3CC(C)OC(C)C3)c(C)c2c1 (stereo not drawn)	i	i	16	-10	i	i	i	i	i	i	i
CCOC(=O)/C(C(=O)Nc1ccc(Cl)cc1Cl)=C1/NC(C)(C)Cc2ccccc21	i	i	5	-2	i	i	i	·	i	i	i
O=C(NCCCN1CCCCC1)c1ccc2c(c1)ncn2C1CCCC1	i	i	3	1	i	i	i	i	i	i	i
O=C(O)C(=O)/C(=C\c1ccc([N+](=O)[O-])cc1)c1ccc2ccccc2n1	i	i	6	0	i	i	i	i	i	i	i
CSc1cc(-c2ccc(Cl)cc2)c(C(=O)N2CCCC2)s1	i	i	2	2	i	i	i	i	i	i	i
CCOC(=O)c1c(C)n(OC)c2ccc3c(no[n+]3[O-])c12	i	i	-6	-2	i	i	i	i	i	i	i
Cc1ccc(C)c(Cn2nnc3c(=O)[nH]c(C4CCN(S(=O)(=O)c5ccc(S(=O)(=O)N(C)C)cc5)CC4)nc32)c1	i	i	25	6	i	i	i	i	i	i	i
CCN(CCCCCCN)c1ccc2c(=O)[nH][nH]c(=O)c2c1	i	i	7	-2	i	i	i	i	i	i	i
COc1ccc(CSCC(=O)NN=C2CCN(C)CC2)cc1	i	i	6	3	i	i	i	i	i	i	i
Cc1cc(Cl)c(S(=O)(=O)N2CCN(c3ccccc3)CC2)cc1OCC(N)=O	i	i	1	3	i	i	i	i	i	i	i
Nc1cc2c(cc1C(=O)c1ccccc1)OCCO2	i	i	0	3	i	i	i	i	i	i	i
COc1ccc(NC(=O)[C@@H](NC(=O)N2C[C@H]3C[C@@H](C2)c2cccc(=O)n2C3)C(C)C)cc1OC	i	i	-2	4	i	i	i	i	i	i	i
O=[N+]([O-])c1ccc2c(c1)C(N1CCOCC1)/C(=C/COc1ccc3ccccc3c1Br)O2 (stereo not drawn)	i	i	8	-2	i	i	i	i	i	i	i
COc1ccccc1CNC(=O)C1CCC(CNS(=O)(=O)c2ccccc2)CC1 (stereo not drawn)	i	i	0	-3	i	i	i	i	i	i	i
CC(C)C[C@@H](C(=O)NCC1CCCO1)N1C(=O)N2CCc3c([nH]c4ccccc34)[C@@]2(C)C1=O (stereo partly drawn)	i	i	6	5	i	i	i	i	i	i	i
Cc1ccc(NC(=O)COC(=O)CCc2c[nH]c3ccccc23)cc1[N+](=O)[O-]	i	i	-8	0	i	i	i	i	i	i	i
CC1(C)CC(=O)C2=C(C1)OC(N)=C([N+](=O)[O-])C2c1ccc(C#N)s1 (stereo not drawn)	i	i	6	-10	i	i	i	i	i	i	i
c1ccc(-c2nc(-c3cccnc3)cs2)cc1	i	i	-7	1	i	i	i	i	i	i	i
Cc1ccc(C(=O)n2nc(-c3ccco3)nc2N)cc1	i	i	1	40*	i	i	i	i	i	i	i
CCOC(=O)c1c(NC(=O)C2CCN(S(=O)(=O)c3cccs3)CC2)sc(C)c1C	i	i	13	-12	i	i	i	i	i	i	i
CCNCC(=O)N1c2ccccc2CCc2ccc(NC(C)=O)cc21	i	i	-2	-1	i	i	i	i	i	i	i
CCOc1ccc(CNCCCSc2ncccn2)cc1	i	i	-9	3	i	i	i	i	i	i	i
CCCCn1c(C2CCCCC2)nc2cc3[nH]c(=O)c(C(C)C)nc3cc21	i	i	13	0	i	i	i	i	i	i	i
CCOP(=O)(c1ccc(N(C)C)cc1)C(O)c1ccccc1 (stereo not drawn)	i	i	-7	1	i	i	i	i	i	i	i
Cc1ccc(S(=O)(=O)n2nc(C)c(Br)c2C)c(C)c1C	i	i	30	1	i	i	i	i	i	i	i
CC(C)(C)OC(=O)NCCCC1=CC2=CC(=O)C(C)(OC(=O)c3ccco3)C(=O)C2=CO1 (stereo not drawn)	i	i	7	14	i	i	i	·	i	i	i
CCCCNC(=S)NNC(=O)c1sccc1C	i	i	1	-3	i	i	i	i	i	i	i
COC(=O)c1c(NC(=O)CN2C(=O)NC3(CCc4ccccc4C3)C2=O)sc2c1CCCCC2 (stereo not drawn)	i	i	11	3	29*	i	i	i	i	i	i
CCOC(=O)c1c(NC(=O)CSc2nnc(CNc3ccc(Cl)cc3)o2)sc(C)c1C	i	i	7	6	i	i	i	i	i	i	i
C=CCSc1nc2c(cc1C#N)CCC2	i	i	4	-5	i	i	i	i	i	i	i
COc1ccc(S(=O)(=O)N2CCN(C(=O)NCc3ccccc3)CC2)cc1	i	i	-2	-3	i	i	i	i	i	i	i
COc1ccc(/C=N/NC(=O)C2C3CCCCC32C)cc1OC (stereo not drawn)	i	i	-3	·	i	i	i	i	i	i	i
Cc1ccc(-c2noc(-c3c(C)noc3C)n2)cc1	i	i	-6	4	i	i	i	i	i	i	i
CCOC(=O)C(CCCOc1ccc(C)cc1)C(=O)OCC	i	i	-9	1	i	i	i	i	i	i	i
Cc1ccc(S(=O)(=O)N2CCN(C(=O)CN3CCCC3)C2)cc1	i	i	0	-10	i	i	i	i	i	i	i
Cc1ccccc1OC1C(=O)N(Cc2ccc3c(c2)OCO3)C1c1sccc1C (stereo not drawn)	i	i	14	10	i	i	i	i	i	i	i
O=C(c1cc2n(n1)C(C(F)(F)F)CC(c1ccco1)N2)N1CCc2ccccc2C1 (stereo not drawn)	i	i	8	5	i	i	i	i	5.2*	i	i
